# TRHR PAM: qHTS for Small Molecule Agonists and Allosteric Enhancers of Human TRH Receptor: Primary Screen for Enhancers | Thyrotropin-releasing hormone receptor (Homo sapiens), P34981 | TRHR cells, fluo-8 calcium fluorescence, EC20 TRH enhancement | enhancement, % at 2 µM | 0.66% of 360,000 active | AID 493056, 2011; in the data active = enhancement above about 30%; note: 0% is about no effect
# Target sequence (P34981 whole entry, looked up): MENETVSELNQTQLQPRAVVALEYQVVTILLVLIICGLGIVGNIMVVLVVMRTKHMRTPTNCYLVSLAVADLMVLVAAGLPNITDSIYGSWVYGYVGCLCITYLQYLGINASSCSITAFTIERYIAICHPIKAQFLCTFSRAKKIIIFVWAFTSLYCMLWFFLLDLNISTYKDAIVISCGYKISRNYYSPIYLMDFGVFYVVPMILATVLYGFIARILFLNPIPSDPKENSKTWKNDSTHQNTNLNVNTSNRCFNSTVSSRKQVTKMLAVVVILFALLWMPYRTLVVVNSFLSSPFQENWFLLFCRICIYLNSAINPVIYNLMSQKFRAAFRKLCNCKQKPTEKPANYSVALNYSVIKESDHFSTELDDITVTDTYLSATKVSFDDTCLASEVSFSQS
#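 TRHR-expressing cells loaded with fluo-8 calcium dye were read kinetically (ex 480/em 530) during compound addition, then stimulated with an EC20 of TRH (10 nM final). Enhancement of the Gq-mediated intracellular calcium response was scored.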
# D1 antagonist: Antagonist of Human D 1 Dopamine Receptor: qHTS; D(1A) dopamine receptor (Homo sapiens), P21728; HEK293 TREx D1 cells, calcium flux, dopamine EC80; hits give low values; activity change, negative = inhibition, % at 10 µM; 3.2% of 360,000 active; AID 504652, 2011; in the data active = activity change below about -30%; note: % is set by controls: 0 for no effect and ±100 for the full control effect
# Target sequence (P21728 whole entry, looked up): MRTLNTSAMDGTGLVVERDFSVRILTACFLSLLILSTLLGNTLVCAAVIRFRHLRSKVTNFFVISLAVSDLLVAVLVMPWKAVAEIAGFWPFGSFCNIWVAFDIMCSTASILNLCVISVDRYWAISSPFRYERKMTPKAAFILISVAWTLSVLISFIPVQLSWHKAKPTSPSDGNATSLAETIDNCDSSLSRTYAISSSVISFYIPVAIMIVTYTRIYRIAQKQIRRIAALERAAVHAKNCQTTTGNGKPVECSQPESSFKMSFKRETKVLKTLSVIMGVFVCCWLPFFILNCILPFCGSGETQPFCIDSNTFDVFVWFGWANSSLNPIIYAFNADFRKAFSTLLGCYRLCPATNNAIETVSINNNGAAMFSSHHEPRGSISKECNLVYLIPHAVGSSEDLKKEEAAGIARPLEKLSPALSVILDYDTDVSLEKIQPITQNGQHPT
#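 Inducible Hek293 Trex D1 cells (tetracycline, overnight, 30 C). Calcium dye 30–90 min RT. Antagonist mode: EC80 dopamine added after 180 s compound read.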
# D2 agonist: HTS Assay for Allosteric Agonists of the Human D2 Dopamine Receptor: Primary Screen for Agonists; D(2) dopamine receptor (Homo sapiens), P14416; HEK293 T-REx D2 cells, calcium flux agonist mode; activation, % at 2 µM; 0.53% of 340,000 active;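 active = activation over 3 SD above normal in the single-dose calcium agonist read, cut at about 30% in these data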; note: 0% is about no effect
#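 HEK293 Trex D2 cells, tetracycline-induced, o/n 30 C 5% CO2; no-wash Ca dye, RT 30–90 min; 10-cycle baseline, 23 nl cpd added, kinetic Ca read 180 s; agonist hits = positive Ca response.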
# D1 ag: Allosteric Agonists of the Human D1 Dopamine Receptor: qHTS. D(1A) dopamine receptor (Homo sapiens), P21728. HEK293 T-REx D1 cells, calcium flux, agonist mode. activation, % at 2 µM. 1% of 360,000 active. AID 504660, 2011; note: 0% is about no effect
#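 Tetracycline-induced HEK293 TREx D1 cells, force-coupled to calcium signalling, were dye-loaded with a no-wash calcium kit. Compound was pin-added after a 10 s baseline. Fluorescence was read kinetically at 1 cycle/s for 180 s, with calcium rises flagged as agonism.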
# D1 PAM: Potentiators of Human D1 Dopamine Receptor: qHTS | AID 504651, 2011 | HEK293 TREx D1 cells, calcium flux, dopamine EC20 potentiation | D(1A) dopamine receptor (Homo sapiens), P21728 | potentiation, % at 10 µM | 0.036% of 360,000 active; in the data active = potentiation above about 30%; note: 0% is about no effect
# TRHR ag: qHTS for Small Molecule Agonists and Allosteric Enhancers of Human TRH Receptor: Primary Screen for Agonists; TRHR cells, calcium flux fluo-8, FDSS agonist mode; activation, % at 2 µM; Thyrotropin-releasing hormone receptor (Homo sapiens), P34981; 0.18% of 360,000 active; note: 0% is about no effect
#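 TRHR-expressing cells, plated overnight in medium with 10% serum, were loaded with fluo-8 calcium dye at room temperature. After a 10 s baseline, library compound was pin-added and calcium release was recorded kinetically (ex 480/em 530) as agonist response.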
# RXFP1 antag: qHTS Assay for Antagonists of the Relaxin Receptor RXFP1; 0.59% of 350,000 active; Relaxin receptor 1 (Homo sapiens), Q9HBX9; activity change, negative = inhibition, % at 57.5 µM; HEK293-RXFP1, relaxin-stimulated cAMP HTRF, 30 min; hits give low values;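 active = activity change of -60% or lower, but not beyond a set lower limit; inconclusive = change between -60% and -40%, or beyond the set limit; inactive = change above -40%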; note: % is set by controls: 0 for no effect and ±100 for the full control effect
# D2 antag: HTS Assay for Allosteric Antagonists of the Human D2 Dopamine Receptor: Primary Screen for Antagonists | D(2) dopamine receptor (Homo sapiens), P14416 | HEK293 TREx D2 cells, calcium flux, dopamine EC80 | inhibition, % at 10 µM | 2% of 340,000 active | AID 485344, 2010; in the data active = inhibition above about 30%; note: 0% is about no effect
#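 Antagonism is scored as inhibition of an EC80 dopamine-evoked calcium signal in a force-coupled, tetracycline-inducible HEK293 T-REx D2 line, with compound present 180 s before agonist.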
# D2 potentiator: HTS Assay for Positive Allosteric Modulators of the Human D2 Dopamine Receptor: Primary Screen for Potentiators. D(2) dopamine receptor (Homo sapiens), P14416. HEK293 T-REx D2, calcium flux, EC20 dopamine potentiation. potentiation, % at 10 µM. 0.34% of 340,000 active. AID 485347, 2010;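 active = potentiation over 3 SD above the plate norm, cut at about 30% in these data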; note: 0% is about no effect
#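 Calcium flux readout, no-wash dye, 1 read/s. Inducible HEK293 Trex D2 line, overnight 30 C. Compound alone 180 s (agonist flags), then EC20 dopamine, another 180 s to score potentiation.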
# * = called active by the depositor; ? = inconclusive; . = not tested or not shown; & = joins results of further samples. Cut-off read from the data, not from the text of the source, unless noted: active = activation above about 30%; inactive = the rest.
[1] Cc1cc(C)c(S(=O)(=O)c2ccccc2C)c(Oc2ccccc2)n1
[2] O=c1cc(O)c2sc(Nc3ccc(F)c(Cl)c3)nc2[nH]1
[3] Cc1ccc(C(=O)Nc2nc(=O)n(C(=O)c3ccccc3Cl)s2)cc1
[4] O=C(NCc1ccccn1)c1c(Cl)cccc1Cl
[5] CCSc1cc(N2CCCC2)nc(-c2ccc(C)cc2)n1
assay / entry	1	2	3	4	5
TRHR PAM	15	-5	0	-1	3
D1 antagonist	-7	-5	-3	-8	9
D2 agonist	-0.6	0.4	0.1	0.8	-0.1
D1 ag	1	3	2	2	5
D1 PAM	-4	-3	-2	-5	-1
TRHR ag	-0.1	0.8	-0.6	0.1	-0.6
RXFP1 antag	.	?	-20	-2	-2
D2 antag	-3	-20	-3	8	14
D2 potentiator	6	-7	-1	-3	7

[6] CCOC(=O)c1ccc(-n2c(C)nc3ccc(Br)cc3c2=O)cc1
[7] COC(=O)c1ccc(Cn2nnc3sc4c(c3c2=O)CCCC4)cc1
[8] COc1ccc(-n2nc(C(=O)NCC(=O)N3CCN(c4ccccc4OC)CC3)c3ccccc3c2=O)cc1OC
[9] CC(C(=O)Nc1ccc(OC(F)(F)F)cc1)N1Cc2ccccc2C1=O (centres undefined)
[10] CCOC(=O)CCN(Cc1ccccc1)S(=O)(=O)c1csc(C(N)=O)c1
assay / entry	6	7	8	9	10
TRHR PAM	-4	5	1	0	5&1
D1 antagonist	-6	1	-7	-8	1&1
D2 agonist	-0.3	0.1	-0.4	.	1.5
D1 ag	8	-1	3	-1	1&2
D1 PAM	-7	-2	-6	-1	-1&-4
TRHR ag	0.4	-0.1	0.3	0.7	-0.4&-0.1
RXFP1 antag	12	7	-8	?	8
D2 antag	-7	.	24	.	-6
D2 potentiator	12	-7	7	3	16&-8

[11] COC(=O)c1sccc1NC(=S)N1CCCCC1C (centres undefined)
[12] CCN1CCCC1CNC(=O)c1csc2c1CCCC2 (centres undefined)
[13] CCOC(=O)c1ccc(NS(=O)(=O)c2cc3c(cc2C)n(C)c(=O)c(=O)n3C)cc1
[14] COc1ccc(Cn2c(C(=O)O)c(CNCCc3ccco3)c3ccc(C)cc32)cc1
[15] COc1cc(C(=O)NCCc2csc3nc(-c4ccccc4C)nn23)cc(OC)c1OC
assay / entry	11	12	13	14	15
TRHR PAM	-7	5	1	5	11
D1 antagonist	10	6	-29	-1	-10
D2 agonist	-0.6	-2.5	-0.9	-0.2	-2.2
D1 ag	0	3	0	1	1
D1 PAM	2	8	3	0	-2
TRHR ag	-1.4	0.3	0.3	0.2	-0.5
RXFP1 antag	-30	-5	-2	-11	-5
D2 antag	-8	86*	.	.	.
D2 potentiator	1	-18	5	-10	2

[16] COc1ccc(NC(=O)c2c(NC(=O)COc3ccc(Cl)cc3)sc3c2CCCCC3)cc1
[17] CSc1nnc([C@@H]2CCCN2C(=O)OC(C)(C)C)o1
[18] CCC(C)C(NC(=O)C1CCC(C)CC1)C(=O)Nc1cc(OC)ccc1OC (centres undefined)
[19] CN(C)c1ccc(-c2nc3ccccc3n2C)cc1
[20] CC(C)(C)c1n[nH]c2c1CCCC2
assay / entry	16	17	18	19	20
TRHR PAM	5	-4	0	-2	-6
D1 antagonist	14	16	0	-14	-6
D2 agonist	-1.0	-1.7	-1.2	-0.2	1.7
D1 ag	-1	3	3	2	1
D1 PAM	-1	-5	-3	-8	-2
TRHR ag	0.4	-2.8	-0.3	-0.4	-0.2
RXFP1 antag	-2	-2	-14	-17	-1
D2 antag	.	-1	5	-8	3
D2 potentiator	-2	16	11	1	1

[21] COCCn1c(SCC(=O)c2ccc(F)cc2)nnc1C(C)C
[22] CCSc1nnc(NC(=O)CCc2ccc(OC)cc2)s1
[23] COc1ccc(N(CC(=O)Nc2cccc(C(C)=O)c2)S(C)(=O)=O)cc1OC
[24] O=C(NCCCN1CCc2ccccc2C1)C1CCN(S(=O)(=O)N2CCCC2)CC1
[25] CCOC(=O)C1=C(c2ccccc2)NC(=O)NC1c1ccc(OC)c(OC)c1 (centres undefined)
assay / entry	21	22	23	24	25
TRHR PAM	-3	-2	53*	-6	-1
D1 antagonist	-2	-1	-6	2	-4
D2 agonist	-1.2	1.2	-0.4	1.0	0.5
D1 ag	2	1	1	0	3
D1 PAM	1	-1	6	-10	1
TRHR ag	1.0	-0.3	0.6	-0.6	-0.4
RXFP1 antag	5	9	-13	1	5
D2 antag	13	-9	-10	-12	11
D2 potentiator	11	18	-4	-21	-2

[26] Cc1cccc(-n2cc(CN(C)Cc3nccn3C)c(-c3cccc(F)c3)n2)c1
[27] CC(C)(O)C#Cc1ccc(CN2CCCC(CO)(Cc3cccc(Cl)c3)C2)cc1 (centres undefined)
[28] COc1ccc(NC(=O)CN(C)C(=O)c2ccc(N3CCCCCC3)c([N+](=O)[O-])c2)cc1
[29] COc1ccc(Nc2nc(N)nc(CSc3nc4cc(OC)ccc4s3)n2)cc1
[30] CC(C)(c1ccccc1)c1ccc(OCCN)cc1
assay / entry	26	27	28	29	30
TRHR PAM	-6	-8	-1	6	-2
D1 antagonist	9	-2	-2	-20	8
D2 agonist	-0.5	-0.1	-1.4	-0.7	3.0
D1 ag	0	10	2	2	63*
D1 PAM	-3	-1	-4	-7	0
TRHR ag	-0.9	0.9	-0.4	-0.6	1.1
RXFP1 antag	-9	-6	2	-7	-39
D2 antag	-6	-15	-18	.	4
D2 potentiator	-3	-17	2	6	-1

[31] CN(c1ccc(C(=O)NCCCn2ccnc2)cc1)S(C)(=O)=O
[32] O=C(NC(=S)NCc1cccnc1)c1ccccc1[N+](=O)[O-]
[33] CC1(C)NC(=O)N(CCCCOc2ccc3c(c2)CCC3)C1=O
[34] CC[C@@](C)(NS(=O)(=O)OCC(Cl)(Cl)Cl)c1ccccc1
[35] Cc1cc(C)c2c(N=NN3CCCCC3)[nH]nc2n1
assay / entry	31	32	33	34	35
TRHR PAM	1	1	2	22	-4
D1 antagonist	2	-2	-4	-9	-12
D2 agonist	0.3	0.2	-0.3	-0.2	2.2
D1 ag	2	9	7	-1	1
D1 PAM	6	-4	-6	5	-6
TRHR ag	0.8	-0.4	-0.2	0.5	-1.0
RXFP1 antag	-7	12	3	.	-12
D2 antag	9	0	4	3	-1
D2 potentiator	10	3	-1	3	4

# Laid out differently: 3 of the compounds above
# Fields: TRHR PAM, D1 antagonist, D2 agonist, D1 ag, D1 PAM, TRHR ag, RXFP1 antag, D2 antag, D2 potentiator
(34) CC[C@@](C)(NS(=O)(=O)OCC(Cl)(Cl)Cl)c1ccccc1
 : 22, -9, -0.2, -1, 5, 0.5, ., 3, 3
(33) CC1(C)NC(=O)N(CCCCOc2ccc3c(c2)CCC3)C1=O
 : 2, -4, -0.3, 7, -6, -0.2, 3, 4, -1
(31) CN(c1ccc(C(=O)NCCCn2ccnc2)cc1)S(C)(=O)=O
 : 1, 2, 0.3, 2, 6, 0.8, -7, 9, 10

# Continued:
[36] CCN(CC)S(=O)(=O)c1ccc(OCCNS(C)(=O)=O)cc1
[37] CCc1ccc(-n2c3nc(=O)[nH]c(=O)c-3cc3c(C)nn(-c4ccccc4)c32)cc1
[38] COc1cc(C2Nc3ccccc3C(=O)N2c2ccc(Cl)cc2)c(Cl)cc1OCC(=O)O (centres undefined)
[39] COc1cc(NC(=S)N2CCCCC2C)c(OC)cc1Cl (centres undefined)
[40] CC(C)(C)C1CCC(=O)N(CCC#N)CC1 (centres undefined)
assay / entry	36	37	38	39	40
TRHR PAM	0	1	-2	8	11
D1 antagonist	10	12	-1	.	20
D2 agonist	0.4	-0.5	2.9	-1.2	0.3
D1 ag	3	2	6	-1	0
D1 PAM	1	1	-2	3	-2
TRHR ag	0.9	1.5	0.0	0.6	0.2
RXFP1 antag	1	.	9	-3	.
D2 antag	1	.	-17	14	0
D2 potentiator	2	-1	-6	1	2

# 4 of these compounds in another layout:
[10] CCOC(=O)CCN(Cc1ccccc1)S(=O)(=O)c1csc(C(N)=O)c1
  TRHR PAM: 5&1	D1 antagonist: 1&1	D2 agonist: 1.5	D1 ag: 1&2	D1 PAM: -1&-4	TRHR ag: -0.4&-0.1	RXFP1 antag: 8	D2 antag: -6	D2 potentiator: 16&-8

[11] COC(=O)c1sccc1NC(=S)N1CCCCC1C (centres undefined)
  TRHR PAM: -7	D1 antagonist: 10	D2 agonist: -0.6	D1 ag: 0	D1 PAM: 2	TRHR ag: -1.4	RXFP1 antag: -30	D2 antag: -8	D2 potentiator: 1

[12] CCN1CCCC1CNC(=O)c1csc2c1CCCC2 (centres undefined)
  TRHR PAM: 5	D1 antagonist: 6	D2 agonist: -2.5	D1 ag: 3	D1 PAM: 8	TRHR ag: 0.3	RXFP1 antag: -5	D2 antag: 86*	D2 potentiator: -18

[13] CCOC(=O)c1ccc(NS(=O)(=O)c2cc3c(cc2C)n(C)c(=O)c(=O)n3C)cc1
  TRHR PAM: 1	D1 antagonist: -29	D2 agonist: -0.9	D1 ag: 0	D1 PAM: 3	TRHR ag: 0.3	RXFP1 antag: -2	D2 antag: .	D2 potentiator: 5

# Following part.
[41] CCS(=O)(=O)N1Cc2ccccc2CC1C(=O)Nc1nccs1 (centres undefined)
[42] Cc1coc2c1c(C)cc1oc(=O)c(CC(=O)NCC(=O)NCC(=O)O)c(C)c12
[43] CC(C)C1CCN(C(=O)C2CCC(=O)N(CCc3ccc(Cl)cc3)C2)CC1 (centres undefined)
[44] Cn1c(=O)c2c(nc(CN3CCN(c4ccccc4F)CC3)n2Cc2ccc(F)cc2)n(C)c1=O
[45] CC1CCN(C(=O)CN2C(=O)C(=O)N(C(C)C)C2=O)c2ccccc2S1 (centres undefined)
assay / entry	41	42	43	44	45
TRHR PAM	2	2	-12	10	2
D1 antagonist	6	-5	-15	9	9
D2 agonist	0.7	-0.1	0.3	0.2	-0.1
D1 ag	0	1	4	-2	1
D1 PAM	-5	-2	7	2	-5
TRHR ag	0.5	0.3	1.4	1.0	-0.2
RXFP1 antag	1	15	-20	-26	3
D2 antag	6	6	4	.	2
D2 potentiator	6	-13	-5	-13	-15
